Source: PubChem (National Center for Advancing Translational Sciences (NCATS))
AmpC detergent = qHTS Inhibitors of AmpC Beta-Lactamase (assay with detergent) | 370,000 compounds, 0.041% hits | AID 485294, 2010 | AmpC hydrolysis of nitrocefin, absorbance 480 nm, 0.01% Triton | P00811 | Potency, µM (top dose mostly 114 µM), inactives show at the highest dose activity change, negative = inhibition, actives largely listed as inhibitors;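 further: potency means the concentration at half of the fitted maximal effect; 0% = no-compound wells and -100% = no-enzyme wells; nearly all actives have a fitted effect of over 25% in size; some results filed as inactive show a strong effect at the top dose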
Target sequence (P00811 whole entry, looked up): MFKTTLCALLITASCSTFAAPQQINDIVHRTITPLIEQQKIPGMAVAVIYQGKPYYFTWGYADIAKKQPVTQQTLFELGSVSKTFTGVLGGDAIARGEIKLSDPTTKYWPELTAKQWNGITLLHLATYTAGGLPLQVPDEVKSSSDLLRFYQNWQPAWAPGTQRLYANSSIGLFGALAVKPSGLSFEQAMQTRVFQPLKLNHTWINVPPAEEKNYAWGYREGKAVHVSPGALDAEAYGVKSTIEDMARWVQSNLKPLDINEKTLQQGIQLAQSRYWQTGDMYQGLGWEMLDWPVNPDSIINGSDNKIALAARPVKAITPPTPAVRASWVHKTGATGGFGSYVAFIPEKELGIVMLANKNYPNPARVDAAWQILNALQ
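AmpC (5.3 nM in the dispensed reagent) in 20 mM phosphate pH 7.0 with 0.01% (detergent screen) or 0.0001% Triton X-100 was preincubated with compounds for 15 min at room temperature. Nitrocefin was then added from an 800 uM solution, and hydrolysis was followed at 480 nm.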
HCV inhibitor = qHTS Assay for Inhibitors of Hepatitis C Virus (HCV); Potency, µM (series often up to 41.8 µM), without a hit: at the highest dose activity change, negative = inhibition, actives largely listed as inhibitors; Huh7.5.1 HCVcc-Cre infection, luciferase reporter, 44 h; 340,000 compounds, 3.4% hits; further: potency means the concentration at half of the fitted maximal effect
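Seed cells (1,000/well) for 4 h; treat with compound and infect with HCVcc-Cre, moi about 0.5. Incubate 44 h, then detect luciferase activity.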
Sm TGR inh = qHTS Assay for the Inhibitors of Schistosoma Mansoni Peroxiredoxins | purified TGR, DTNB reduction, TNB absorbance 405 nm | Potency, µM (top dose mostly 114 µM), without a hit: at the top dose activity change, negative = inhibition, actives largely listed as inhibitors | 360,000 compounds, 3% hits; further: potency means the concentration at half of the fitted maximal effect; nearly all actives have a fitted effect of over 60% in size
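TGR 20 nM + NADPH 100 uM (dispensed conc.), cpd preinc 15 min RT; start with NADPH (500 uM addition) then DTNB (15 mM addition). Kinetic TNB absorbance, 405 nm filter. Four-parameter Hill fit across titration.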
HCMV inh = qHTS Assay for inhibitors of the human cytomegalovirus (HCMV) | activity change, negative = inhibition, % at 57.5 µM | HFF cells, HCMV-luciferase reporter, 72 h; hits give low values | 410,000 compounds, 4.5% hits; in the data active means activity change below about -60%; inconclusive means no clear call, values can overlap the other calls; inactive means above about -39%
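Compounds were evaluated in HFFs infected with an HCMV luciferase reporter virus (MOI 1 PFU/cell). Luciferase in lysates collected 72 h post infection served as the replication measure.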
FBPA Giardia inh = qHTS Assay for Inhibitors of Fructose-1,6-bisphosphate Aldolase from Giardia Lamblia; A8B2U2; purified Giardia FBPA; Potency, µM (highest dose often 59.6 µM), inactives show at the highest dose activity, negative = inhibition, hits mostly inhibitors; 290,000 compounds, 0.71% hits; further: potency means the concentration at half of the fitted maximal effect; nearly all actives have a fitted effect of over 55% in size
Target sequence (A8B2U2 whole entry, looked up): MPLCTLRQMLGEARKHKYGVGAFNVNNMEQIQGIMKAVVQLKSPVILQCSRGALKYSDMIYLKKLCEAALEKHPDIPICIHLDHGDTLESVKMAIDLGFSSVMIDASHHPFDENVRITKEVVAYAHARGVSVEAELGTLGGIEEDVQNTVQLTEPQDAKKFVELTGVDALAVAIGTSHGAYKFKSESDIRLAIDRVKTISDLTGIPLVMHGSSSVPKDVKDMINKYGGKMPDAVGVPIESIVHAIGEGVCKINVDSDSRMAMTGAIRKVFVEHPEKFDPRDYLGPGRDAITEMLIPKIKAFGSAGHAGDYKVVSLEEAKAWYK
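40 nM FBPA preincubated 10 min at RT with compound (up to 57.5 uM final), then substrate plus GAPDH/TPI/NAD/arsenate coupling and diaphorase/resazurin added. Fluorescence read after 20 min at RT, 525/598 nm.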
AMA1-RON2 inh = qHTS for Inhibitors of AMA1-RON; Towards Development of Antimalarial Drug Lead: Primary Screen; Plasmodium falciparum AMA1 (3D7) - RON2 peptide interaction; AlphaScreen AMA1-biotinylated RON2 peptide binding; Potency, µM (top dose mostly 58.2 µM), for inactives: top-dose activity change, negative = inhibition, hits mostly inhibitors; 360,000 compounds, 0.2% hits;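 further: potency means the concentration at half of the fitted maximal effect; 0% = vehicle wells and -100% = peptide control; nearly all actives have a fitted effect of over 45% in size; some results filed as inactive show a strong effect at the top dose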
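AMA1 (3D7) with his tag at 25 nM final met compounds first, then biotinylated RON2 peptide at 25 nM; detection used donor plus acceptor beads, 10 µg/mL apiece, read by AlphaScreen after 30 min at room temperature.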
Active calls of the source: *; ? = inconclusive; . = no result given; & = joins results of further samples; [ ] = dose if it differs, or a comment. Unless noted, the call rests on the fitted dose curve; in most records, active means well fitted curve in the direction sought with a large enough effect; inconclusive means small, poorly fitted or top-dose-only effect, or another doubt; inactive means no such curve, though single readings can be large; an effect the other way counts as inactive or inconclusive. Unless noted, on the % scale 0 is the no-effect control and ±100 the full control effect. An unsorted share of the library; any-hit rate near 9.3%.

SMILES	AmpC detergent	HCV inhibitor	Sm TGR inh	HCMV inh	FBPA Giardia inh	AMA1-RON2 inh
COc1ccc(NCCNc2ccc(OC)cc2)cc1	-4.6%	1.7%	-30.0%	-27.3	?	-21.2%
CCN1CCCc2cc(CN(CCN3CCOCC3)C(=S)Nc3ccccc3OC)ccc21	1.4%	-15.7%	3.2%	0.0	-8.4%	-12.9%
Cc1ccc2c(c1)C1CN(C)CCC1N2C(=O)Cn1cnc2c1c(=O)n(C)c(=O)n2C (centres undefined)	?	-3.8%	-27.3%	.	-12.5%	-1.8%
COc1ccc(Cl)cc1NC(=O)CN(C)CC(=O)NCc1ccc(F)cc1	.	?	.	20.3	.	2.2%
CC(Sc1nc(N2CCCCC2)c2c(c1C#N)CCCC2)C(=O)O (centres undefined)	?	7.3%	3.3%	-25.3	17.5%	1.2%
O=C(Oc1ccccc1)c1ccc2c(c1)C(=O)N(Cc1ccncc1)C2=O	4.5%	25.3%	-2.0%	0.0	3.9%	-16.4%
COc1ccc(C(=O)NCc2ccccc2OC)c(OC)c1	-3.8%	-35.6%	-22.2%	8.9	-0.5%	3.9%
CC(=O)c1ccc(N2CCN(C(=S)NCCCN(C)C)CC2)cc1	-4.7%	0.6%	4.9%	-20.1	2.5%	-2.4%
Cc1ccccc1Cn1c2ccccc2c2cnn(CC(=O)NC3CCC(C)CC3)c(=O)c21 (centres undefined)	8.3%	.	-9.8%	-23.9	.	.
Cc1ccc(-c2csc(=Nc3ccccc3)n2Cc2ccc3c(c2)OCO3)cc1	0.4%	.	-9.8%	-6.3	.	.
Cc1ccc(C)c(N2N=C(C(=O)Nc3cccnc3)CCC2=O)c1	-3.4%	5.6%	1.1%	17.7	.	7.6%
CC(C(=O)NC1CCCC1)N1CCN(S(=O)(=O)c2ccc(C(C)(C)C)cc2)CC1 (centres undefined)	2.7%	11.4%	-8.0%	-17.2	.	7.9%
CC(C)c1ccc(NS(=O)(=O)c2ccc3[nH]cc(C(=O)N4CCC(C(N)=O)CC4)c(=O)c3c2)cc1	?	0.1%	7.4%	-13.2	9.6%	-9.2%
CC(=O)c1cccc(NC(=S)NC(=O)c2ccccc2Cl)c1	-12.4%	-0.2%	-27.6%	-39.1	-28.9%	12.0%
O=C(C[n+]1ccccc1)N/N=C/c1ccccc1F	-1.6%	4.0%	1.8%	12.3	1.6%	10.5%
CCn1c(SCc2nc3ccccc3nc2C)nnc1-c1cccs1	-1.8%	-12.9%	5.7%	-20.8	6.6%	21.2%
COc1ccc2ncc3c(-c4ccc(C)c(C)c4)nn(CC(=O)Nc4ccccc4)c3c2c1	6.8%	.	33.2%[activator]	-92.3*	.	.
CCCn1c(CCNC(=O)c2cccs2)nc2ccccc21	?	?	1.4%	-33.2	-3.5%	8.5%
CCc1ccc(NC(=O)CCCN2C(=S)NC(C)(C)CC2C)cc1 (centres undefined)	-6.8%	-15.8%	6.1%	-5.6	0.4%	-0.1%
O=C(NN1C(=O)c2ccccc2NC1c1ccoc1)c1ccc([N+](=O)[O-])cc1 (centres undefined)	?	18.9%	-16.1%	-31.4	-12.6%	53.1%[activator]
O=C(Cc1cccc2ccccc12)Nc1ccccc1C(=O)O	3.0%	1.7%	-0.9%	?	0.2%	-5.0%
COCCn1c(SCc2ccc(C(=O)OC)o2)nc2ccccc2c1=O	-4.2%	-13.9%	-22.7%	25.0	-13.8%	-6.1%
CC(C)=CC(=O)N1CC[C@@H](N2CCN(c3ccccc3F)CC2)[C@H](O)C1	4.8%	2.8%	-15.7%	23.3	0.9%	17.8%
COc1ccc(N(CC(=O)N2c3ccccc3CC2C)S(=O)(=O)c2c(C)noc2C)cc1 (centres undefined)	2.0%	-7.7%&-16.8%	0.7%	8.0	-10.2%	1.4%
O=C1C(=O)N2C(=C1C(=O)N1CCCCCC1)c1ccccc1CC21CCCC1	-2.3%	-4.7%	6.0%	-66.1*	4.0%	5.2%
CC1=C/C(=N\OS(=O)(=O)c2ccccc2)C(C(C)C)=CC1=O	-6.0%	?	?	-82.5*	11.2µM*	?
COc1ccc2[nH]cc(C(O)CN3CCN(c4ccccc4)CC3)c2c1 (centres undefined)	-11.3%	.	41.0%[activator]	.	-5.0%	.
O=C(Nc1ccc(Cl)c(Cl)c1)N1CCOCC1	6.6%	34.7%[activator]	15.4%	0.1	0.5%	-1.2%
CN1CCc2c(sc(NC(=O)c3cc4cc([N+](=O)[O-])ccc4s3)c2C(N)=O)C1	-4.1%	.	-21.5%	.	-11.6%	.
COc1ccc(OC)c(S(=O)(=O)N2CCC(C(=O)NCCc3ccccc3)CC2)c1	-6.9%	-6.8%	0.0%	-15.3	5.3%	4.0%
CCOC(=O)COc1ccc(Cl)cc1C1NC(=O)NC(C)=C1C(C)=O (centres undefined)	-12.0%	-20.1%	0.4%	-9.2	-1.3%	40.7%[activator]
FC(F)(F)c1cccc(OCc2noc(-c3ccsc3)n2)c1	4.1%	-6.5%	0.6%	13.4	1.7%	23.8%
CC1CN1P(=O)(Oc1ccccc1)N1CC1C (centres undefined)	.	5.5%	.	4.1	.	20.3%
O=C(CN1CCCCCC1)N/N=C/c1cccc(Cl)c1Cl	-11.7%	-5.1%	-6.1%	?	-13.2%	4.1%[11.6 µM]
Cc1cc(C)cc(N2C(=O)CN(Cc3ccccc3)C2=S)c1	-9.1%	0.1%	11.3%	17.5	-0.1%	-7.3%
O=S(=O)(NCCc1csc2nc(-c3ccccc3)nn12)c1ccc(Cl)s1	-2.6%	.	2.6%	16.0	.	.
Cc1cccc(N(Cc2cc3ccccc3[nH]c2=O)S(=O)(=O)c2ccccc2)c1	-2.3%	27.6%	6.3%	?	-5.0%	-19.7%
COc1ccccc1C(=O)Nc1cc(C)c(OCC(=O)N2CCOCC2)c(C)c1	2.9%	0.4%	-17.8%	21.1	.	-5.1%
COc1ccc(CCC(=O)Nc2cnc3ccccc3c2)cc1	7.2%	11.6%	2.2%	24.0	9.3%	5.4%
Cc1ccc(C(=O)C2CCN(S(=O)(=O)c3ccc(C(=O)O)cc3)CC2)cc1	-0.3%	11.4%	-3.5%	-3.1	.	-0.4%
O=C1c2ccccc2NC(c2ccccc2)N1Cc1ccco1 (centres undefined)	-13.5%	-3.8%	?	-14.2	4.9%	-0.4%
CCOc1ccc(Nc2nc(N3CCCCC3)nc(N3CCCCC3)n2)cc1	-7.3%	?	3.3%	?	3.8%	-5.6%
Cc1ccc(N2C(=O)N(CC(=O)Nc3ccc(C)c(C)c3)C(=O)C2C)cc1 (centres undefined)	?	?	-8.4%	-12.1	.	0.0%
CC(=O)NC1(C(F)(F)F)C(=O)NC(C)=C1C#N (centres undefined)	0.4%	14.2%	3.3%	11.2	-1.1%	42.1%[activator]
Cc1ccc2c(c1)N(C(=O)CCC(=O)N1CCc3ccccc3C1)CCO2	-4.7%	10.9%	-0.1%	24.7	-3.7%	4.6%

An excerpt from above with just AmpC detergent and HCMV inh:
Molecule | AmpC detergent | HCMV inh
Cc1cc(C)cc(N2C(=O)CN(Cc3ccccc3)C2=S)c1 | -9.1% | 17.5
O=S(=O)(NCCc1csc2nc(-c3ccccc3)nn12)c1ccc(Cl)s1 | -2.6% | 16.0
Cc1cccc(N(Cc2cc3ccccc3[nH]c2=O)S(=O)(=O)c2ccccc2)c1 | -2.3% | ?
COc1ccccc1C(=O)Nc1cc(C)c(OCC(=O)N2CCOCC2)c(C)c1 | 2.9% | 21.1
COc1ccc(CCC(=O)Nc2cnc3ccccc3c2)cc1 | 7.2% | 24.0
Cc1ccc(C(=O)C2CCN(S(=O)(=O)c3ccc(C(=O)O)cc3)CC2)cc1 | -0.3% | -3.1

(listing goes on)
SMILES	AmpC detergent	HCV inhibitor	Sm TGR inh	HCMV inh	FBPA Giardia inh	AMA1-RON2 inh
Cc1c(/C=N/n2cnnc2)c2ccccc2n1C	2.2%	-7.5%	1.5%	-30.6	?	1.4%
O=C(NCc1ccc2c(c1)OCO2)C1CC(=O)N(c2ccc(F)cc2)C1 (centres undefined)	4.0%	-2.5%	4.0%	-7.6	6.6%	-3.9%
Cc1ccc(-c2csc3ncnc(SCC(=O)Nc4nnc(C)s4)c23)cc1	-3.6%	4.5%	2.2%	12.1	23.1%	-5.7%
O=C(NCCN1CCCC1)C1CC(=O)N(C2CCCCC2)C1 (centres undefined)	7.7%	21.3%	6.3%	?	-29.6%	-2.2%
O=C(CSc1nccc(=O)[nH]1)N1N=C2/C(=C/c3ccco3)CCCC2C1c1ccco1 (centres undefined)	-6.5%	-1.2%	22.4µM*	-11.4	-29.9%	-21.9%
COC(=O)c1cc(NC(=O)CN2CCN(C(C)=O)CC2)cc(C(=O)OC)c1	3.1%	13.5%	3.0%	17.2	3.6%	3.2%
CN(C)c1cccc(C(=O)NNC(=O)/C=C/c2cccs2)c1	-26.8%	-15.1%	-29.0%	-6.4	.	73.6%[activator]
O=C(Cn1c(=O)sc2ccccc21)OC(CCl)CCl	-8.2%	8.3%	-3.1%	20.8	-5.5%	-7.2%
COc1ccnc(CSC(N)=Nc2ccccc2C(F)(F)F)c1	-5.5%	11.8%	-0.8%	-0.9	-21.9%	-3.7%
CC12CCC(C/C1=N\OC(=O)c1c(F)cccc1F)C2(C)C (centres undefined)	-0.5%	22.8%	-2.2%	-13.8	11.9%	0.9%
COc1ccc(NC(=O)c2ccc(S(=O)(=O)N3CCCCCC3)cc2)c(OC)c1	0.1%	?	0.0%	17.2	-8.8%	-20.2%
O=C(N/C(=C\c1ccc(Cl)cc1)C(=O)N1CCOCC1)c1ccco1	-2.7%	5.8%	-7.2%	93.8	-1.3%	-21.5%
CCn1cc(C(=O)NCCc2ccc(C)cc2)c(=O)c2cc(S(=O)(=O)N3CCc4ccccc4C3)ccc21	2.4%	.	2.1%	9.3	.	.
S=c1[nH]nc(C2CC2c2ccc(Cl)cc2)n1-c1ccc(Cl)cc1 (centres undefined)	?	13.9%	-0.3%	25.1	11.7%	29.4%
CC(=O)N1CCCc2cc(S(=O)(=O)N3CCC(C(=O)Nc4c(C)cccc4C)CC3)ccc21	-5.1%	.	7.3%	-22.1	.	.

Copied from the list:
S=c1[nH]nc(C2CC2c2ccc(Cl)cc2)n1-c1ccc(Cl)cc1 (centres undefined) in AMA1-RON2 inh → 29.4%
O=C(NCc1ccc2c(c1)OCO2)C1CC(=O)N(c2ccc(F)cc2)C1 (centres undefined) in HCMV inh → -7.6

Further results follow:
SMILES	AmpC detergent	HCV inhibitor	Sm TGR inh	HCMV inh	FBPA Giardia inh	AMA1-RON2 inh
O=C(CNS(=O)(=O)c1cccs1)N1CCCC1	?	-4.7%	-7.5%	64.0	-1.5%	-2.2%
Cc1cc(C)c(S(=O)(=O)ON2C(=O)c3ccccc3C2=O)cc1C	50.1µM*	-1.5%	0.891µM*	-81.3*	-13.1%	-5.5%
CCC(=O)Oc1ccc(C(=O)Nc2cccc(C(=O)c3ccccc3)c2)cc1	-17.4%	-32.2%	17.4%	-0.5	0.6%	-1.5%
COc1ccc(CNC(=O)CSCc2nc(-c3ccccc3F)oc2C)cc1	5.8%	.	3.7%	-16.0	.	.
